NSD2 inh: NSD2 histone methyltransferase inhibitors, primary screen, biochemical, AlphaScreen, single concentration, set 2; NSD2 peptide methylation, 120 min; inhibition, % at 12.5 µM; hit rate 0.54% among 310,000; AID 743445, 2014; in the data active means inhibition above about 50%
CDK5 inh: inhibitors of human CDK5/p35 kinase, primary screen, biochemical, single concentration; Cyclin-dependent kinase 5 (Homo sapiens) + Cyclin-dependent kinase 5 activator 1 (Homo …; Recombinant CDK5/p35, ADP-Glo luminescence, 60 min; inhibition, % at 10 µM; hit rate 0.01% among 330,000;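 active means highest replicate inhibition of at least 50% and at least 75% of replicates reaching 50%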;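 further: plate controls were DMSO neutral control for no effect and GW8510 at 10 µM for full effect; many of its hits are not listed in these tables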
PKA-R1A act: activators of PKA-R1A holoenzyme, primary screen, biochemical, fluorescence polarization, Cy5-IP20, bovine R1A, mouse PKAc. PKA-R1A dissociation; scaled: DMSO 0%, 113 µM cGMP 100%. hit rate 0.083% among 340,000. cAMP-dependent protein kinase type I-alpha regulatory subunit (Bos taurus) + …. activation, % at 11.4 µM. AID 504707, 2011;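 active means percent activation above the mean of all tested compounds plus 3 SD, cut at about 19% in these data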;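 further: higher means more PKAc released from R1A so a rise in polarization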
SR-BI uptake up: activators of SR-BI mediated DiI-HDL uptake, primary screen, ldlA[mSR-BI] CHO cells, DiI fluorescence; AID 504775, 2011; 3 h; 100 = double the neutral-control signal; activation, % at 12.5 µM; hit rate 0.096% among 320,000;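 active means mean replicate activation of at least 60% and every replicate at or above 60%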;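 further: 0% = median plate neutral-control signal and 100% = twice that signal; values of inactives mirror those of a sister screen read the other way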
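Material – SR-BI-overexpressing, LDLR-lacking CHO cells · Medium – BSA-supplemented, HEPES-buffered Ham's F12, pH 7.4 · Doses – single concentration · Times – compound with DiI-HDL co-incubation, 3 h at 37 °C · Measured by – bottom-read fluorescence, 550/595 nm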
PKA-R2B act: activators of PKA-R2B holoenzyme, primary screen, biochemical, fluorescence polarization, Cy5-IP20, human | cAMP-dependent protein kinase catalytic subunit beta (Homo sapiens) + cAMP-dependent … | PKA-R2B holoenzyme dissociation; R2B truncated from residue 108, S112A mutant; 0% DMSO only, 100% 113 µM cGMP | activation, % at 11.4 µM | hit rate 0.079% among 340,000;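 active means activation above a cutoff set at the mean over all compounds plus 3 SD, cut at about 18% in these data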;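 further: higher means more holoenzyme dissociation and a rise in polarization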
Target sequence (P31323 whole entry, looked up, other chains not shown, the tested form may be a part): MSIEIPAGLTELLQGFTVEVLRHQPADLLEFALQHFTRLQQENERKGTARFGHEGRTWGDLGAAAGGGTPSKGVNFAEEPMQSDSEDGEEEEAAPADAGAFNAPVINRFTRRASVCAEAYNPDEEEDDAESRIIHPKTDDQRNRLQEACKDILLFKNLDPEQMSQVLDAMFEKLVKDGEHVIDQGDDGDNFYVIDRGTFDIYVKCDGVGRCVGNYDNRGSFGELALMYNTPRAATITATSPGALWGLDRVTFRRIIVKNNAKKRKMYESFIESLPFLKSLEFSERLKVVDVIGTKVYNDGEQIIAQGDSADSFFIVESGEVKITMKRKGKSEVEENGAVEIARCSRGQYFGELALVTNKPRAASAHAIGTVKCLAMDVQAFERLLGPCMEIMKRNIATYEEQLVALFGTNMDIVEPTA
dFosB act: activators of delta FosB homodimer, primary screen, biochemical, fluorescence polarization, TAMRA-CDK5 oligo, single point. Protein FosB (Mus musculus), P13346. purified delta FosB; percent of positive-control signal above neutral wells. activation, % at 25 µM. hit rate 0.99% among 340,000. AID 493131, 2011;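 active means mean activation above about 17%, with every replicate also reaching it, limit read from the data, passing the limit was not always enough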;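 further: fluorescence polarization rise as delta FosB binds a TAMRA Cdk5 AP-1 oligo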
MITF TRPM1 HTS: activators of MITF-driven TRPM1 promoter reporter, primary screen, cell-based, SK-MEL-5, luciferase, single point; SK-MEL-5 TRPM1-promoter luciferase, 24 h; % of positive control, neutral wells = 0; activation, % at 12.5 µM; hit rate 0.75% among 300,000; AID 588334, 2011;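 active means mean activation of at least 80% with every replicate also reaching 80%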;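 further: 0% = neutral control wells and 100% = parthenolide positive control wells; values of inactives mirror those of a sister screen read the other way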
SR-BI HDL uptake: inhibitors of SR-BI mediated HDL lipid uptake, primary screen, ldlA[mSR-BI] cells, fluorescence, single point; AID 488896, 2010; inhibition, % at 12.5 µM; Scavenger receptor class B member 1 (Mus musculus), Q61009; hit rate 0.96% among 320,000; ldlA[mSR-BI] CHO cells, DiI-HDL uptake fluorescence, 3 h;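 active means mean replicate inhibition of at least 70% and a set share of replicates each scoring 70 or more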;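 further: 0% = median of neutral control wells and 100% = median of positive control wells; values of inactives mirror those of a sister screen read the other way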
Target sequence (Q61009 whole entry, looked up): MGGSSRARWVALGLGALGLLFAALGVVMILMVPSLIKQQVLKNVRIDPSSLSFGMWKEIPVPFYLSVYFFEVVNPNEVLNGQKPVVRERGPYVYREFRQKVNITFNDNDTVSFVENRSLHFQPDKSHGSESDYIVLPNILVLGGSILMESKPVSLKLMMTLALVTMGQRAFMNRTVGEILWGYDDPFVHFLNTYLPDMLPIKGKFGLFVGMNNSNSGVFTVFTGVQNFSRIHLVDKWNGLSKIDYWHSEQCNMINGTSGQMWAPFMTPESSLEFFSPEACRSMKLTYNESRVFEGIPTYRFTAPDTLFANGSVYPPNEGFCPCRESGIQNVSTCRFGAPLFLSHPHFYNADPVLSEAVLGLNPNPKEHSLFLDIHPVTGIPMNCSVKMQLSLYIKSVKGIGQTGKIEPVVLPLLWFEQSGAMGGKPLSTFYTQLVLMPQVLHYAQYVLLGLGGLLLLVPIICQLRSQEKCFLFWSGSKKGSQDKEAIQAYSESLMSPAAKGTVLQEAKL
SUMO Mot1 rescue: yeast Mot1-301 growth rescue at high temperature, primary screen, SUMOylation pathway inhibitor project, S. cerevisiae, ATP luminescence, 38.5C. growth rescue, % at 18.8 µM. AID 2716, 2010. hit rate 1% among 320,000. S. cerevisiae Mot1-301 growth rescue; percent above DMSO median, 100 means doubled;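 active means every valid replicate shows activation above 250% relative to neutral control wells; inactive means the rest, any valid replicate at or below 250%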;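 further: OY570 slx delta 5 strain wells were the positive control but not used for scaling; some compounds called inactive have numbers as strong as hits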
DSG3 Ab inh: inhibitors of pemphigus antibody binding to DSG3, primary screen, biochemical, bead-based, flow cytometry, scFv-GFP; DSG3-coupled beads, scFv-anti-DSG3-GFP binding; active compounds read low; binding (percent of control), % at 10 µM; hit rate 0.48% among 310,000; AID 588358, 2011;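 active means binding more than 3 SD below its plate's average and above zero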;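 further: hits lower antibody fragment binding to DSG3; some compounds called inactive have numbers as strong as hits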
Arrestin-AP2 inh: inhibitors of beta-arrestin/AP2 binding, primary screen, biochemical, GPCR trafficking, flow cytometry | inhibition, % at 10 µM | AID 504490, 2011 | hit rate 0.31% among 340,000 | FITC-arrestin peptide / GST-AP2 beads; AP2 beta2 appendage carries R879A mutation | beta-arrestin 1 C-terminal peptide binding to AP2 beta2-adaptin appendage (human);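 active means inhibition above a set limit, near 3 SD of compounds lacking own fluorescence, cut at about 54% in these data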;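 further: plate controls were DMSO wells for no effect and 5 µM unlabelled arrestin peptide for full effect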
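System: GST-tagged AP2 beta2-adaptin appendage (R879A) on 4 µm glutathione beads / Reagent: FITC-arrestin peptide, 50 nM / Detection: HyperCyt-sampled flow cytometry, FL1 channel, ex 488/em 535 nm / Timing: 12 min plus 1 h, RT / Buffer or medium: PBS plus Tween 20 (0.05%) and BSA (0.1%)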
* hit, by the source's call; x = no result given.

SMILES	NSD2 inh	CDK5 inh	PKA-R1A act	SR-BI uptake up	PKA-R2B act	dFosB act	MITF TRPM1 HTS	SR-BI HDL uptake	SUMO Mot1 rescue	DSG3 Ab inh	Arrestin-AP2 inh
COCCCN(C(C)=O)c1nc(-c2ccc(OC)cc2)cs1	-1	-2.8	-5	-78	4	-8	0	78*	-4	103	8
Cc1cccc([C@@H]2[C@@H]3C(=O)N(Cc4ccccc4)C(=O)[C@@H]3[C@]3(C)C(=O)N(c4cccc(Cl)c4)C(=O)N23)c1	x	0.2	7	-9	-7	-5	2	9	-28	110	1
CCc1cccc(CC)c1NC(=O)CSc1nnc(C(C)C)n1CC	-2	-0.6	4	7	-2	8	3	-7	-16	91	3
CCCS(=O)(=O)N1CCCC(C(=O)N2CCCCC2)C1 (configuration not stated)	1	0.0	6	-8	4	-2	15	8	71	109	-14
Cc1cc(C)n(CC(=O)NCCC2=CCCCC2)n1	8	-0.9	-6	x	-2	-6	-2	x	9	x	8
Nc1nc(NCc2ccco2)nc(NCCO)c1[N+](=O)[O-]	-1	0.2	-12	17	-6	-8	-11	-17	1	x	-4
COc1cccc(/C=C/C(=O)OCC(=O)Nc2ccc(N3CCOCC3)cc2)c1OC	2	1.3	-6	-4	-1	-3	4	4	-7	97	-3
Clc1ccc(-c2nnc3sc(-c4ccc(Br)o4)nn23)cc1	0	0.3	7	-6	5	-18	-2	6	3	94	0
CC1CCC2(CC1)NC(=O)N(CC(=O)Nc1cc(S(=O)(=O)N3CCCC3)ccc1Cl)C2=O (configuration not stated)	1	-0.5	1	-9	-7	-6	26	9	40	98	13
CCNc1nnc(-c2ccc(C)cc2)o1	x	0.8	-2	7	-3	-2	49	-7	-15	101	-1
Cn1c(SCc2cccnc2)nc2cccnc21	-3	-0.4	12	13	1	0	27	-13	-6	98	2
CCC(C)[C@@H](C(=O)N1CCNCC1)n1cc(CCCCN)nn1 (some centres not stated)	x	-2.3	-2	8	1	-5	2	-8	161	101	1
COc1ccc(N2CCCCn3c2nc2c3c(=O)[nH]c(=O)n2C)cc1	2	-1.2	3	6	3	5	x	-6	-15	x	26
C#CC1(O)CC(C)NCC1(C)CCC#N (configuration not stated)	-1	-0.3	-1	16	-9	-6	9	-16	39	100	1
Cc1ccccc1Oc1ccc(NC(=O)C2CC=CCC2C(=O)O)cc1 (configuration not stated)	-3	0.4	-10	3	-5	-7	7	-3	53	101	24
CCc1nc2ccccc2n1CCC(=O)O	-4	8.4	-5	12	-3	6	12	-12	-6	105	26
Cc1c(N2C(=O)CSC2c2ccccc2)c(=O)n(-c2ccccc2)n1C (configuration not stated)	-1	0.6	1	-2	-22	3	x	2	-20	106	-12
CCC1CCCCN1CCCNC(=O)c1cn(CC)c2ccc(S(=O)(=O)N3CCc4ccccc4C3)cc2c1=O (configuration not stated)	12	-6.1	-2	-9	-10	-19	-7	9	x	99	13
O=C(COC(=O)Cc1n[nH]c(=O)c2ccccc12)Nc1ccc(Cl)cn1	1	2.1	3	-2	4	-12	-12	2	6	x	-6
O=C(NC1(C(F)(F)F)NC(=O)N(C2CCCCC2)C1=O)c1cccs1 (configuration not stated)	-6	8.0	-6	-8	5	-4	-9	8	-13	101	-1
CCN(CC)S(=O)(=O)c1ccc(N2CCCC2)c(NC(=O)CN2C(=O)NC3(CCCC3)C2=O)c1	1	0.0	0	-1	18	-3	8	1	7	95	-2
O=C(Cc1cccs1)Nc1ccc(C(=O)O)cc1	1	2.1	9	18	-7	6	-6	-18	1	x	-10
Cc1ccnc(NC(=O)Cc2ccc(F)cc2)n1	-3	-1.2	-15	x	3	-1	2	x	-14	101	-3
COC(=O)COc1cccc2c(=O)n(CC(=O)Nc3ccc4c(c3)OCCO4)ccc12	x	0.0	-6	6	13	4	x	-6	-1	51*	3
Cc1c(N=Cc2c(O)n(C3CCCCC3)c(=O)[nH]c2=O)c(=O)n(-c2ccccc2)n1C	0	-1.1	-11	13	-9	-13	-6	-13	5	106	24
CCOc1ccc(NC(=O)CCS(=O)(=O)c2cccc3nsnc23)cc1	x	0.0	2	6	0	0	-3	-6	-9	x	2
CCc1ccc(C2C(C#N)=C(N)OC3=C2C(=O)CCC3)s1 (configuration not stated)	-4	-1.1	-4	16	7	-14	5	-16	-12	102	36
O=C(Nc1ccc(O)cc1)c1ccc(NC(=O)c2cccs2)cc1	-1	-0.1	-4	-24	-4	-8	73	24	5	95	19
CCOc1ccc(-c2nnc3ccc(SCC(=O)Nc4nc5ccccc5s4)nn23)cc1	1	-7.4	-4	3	11	-4	16	-3	-12	120	-2
FC(F)(F)c1cnc(COc2ccc(Cl)cc2Cl)c(Cl)c1	-3	0.0	1	3	0	6	x	-3	7	x	-18
O=C(c1ccc(Cl)c([N+](=O)[O-])c1)N1CCN(C(=O)c2ccco2)CC1	-2	1.8	-8	19	-4	-4	-13	-19	8	102	24
O=C(O)COc1ccc(Br)cc1/C=N/O	5	-0.1	-9	-1	5	-9	2	1	0	107	12
COc1ccc(/C=C(\C#N)C(=O)OCC(=O)NC(=O)NCCC(C)C)cc1	-3	1.4	-11	x	0	-11	8	x	x	97	12
O=C(OCc1nc2scc(-c3ccccc3)c2c(=O)[nH]1)c1cccc([N+](=O)[O-])c1	10	0.1	-4	6	9	4	-5	-6	4	94	33
O=C(CC(Cc1ccccc1)c1ccco1)NC1CCCCC1 (configuration not stated)	-2	-5.4	-15	4	-14	-10	-5	-4	41	112	0
COc1cc(C2C(C(C)=O)=C(O)C(=O)N2CCc2ccc(OC)c(OC)c2)ccc1O (configuration not stated)	0	0.7	-6	15	-4	-2	9	-15	96	111	17
COc1ccc(C2/C=C\CN(S(=O)(=O)c3cccc4cccnc34)CC(=O)N2Cc2ccc(F)cc2)cc1 (configuration not stated)	x	-1.4	5	-53	-3	6	4	53	-22	107	28
CC(C)C[C@@H](CNCC(=O)[C@H](C)NC(=O)c1[nH]cnc1C(=O)N[C@@H](C)CN)NC(=O)c1nc[nH]c1C(=O)N[C@@H](Cc1ccccc1)C(=O)O	x	0.7	11	2	2	-12	12	-2	x	103	14
CC(O)[C@H]1CNCCN1CCc1cccc2ccccc12 (some centres not stated)	x	-1.2	1	30	-7	-6	-2	-30	2	111	29
COc1cc([N+](=O)[O-])cc2sc(NC(=O)c3c(F)cccc3F)nc12	-2	0.3	-8	-21	-8	-4	2	21	4	91	9
COC(=O)CC1SC(=O)NC1=O (configuration not stated)	0	-1.8	0	7	-7	-3	5	-7	239	108	-1
CN(Cc1ccccc1)C(=O)COC(=O)C1CCN(S(=O)(=O)c2ccc(Cl)c(C(F)(F)F)c2)CC1	2	0.1	5	19	10	-15	9	-19	-16	103	34
CSc1ccc(C(=O)C2CCCN(C(=O)CCc3cnn(C)c3)C2)cc1 (configuration not stated)	0	0.9	7	44	7	-11	-9	-44	8	103	-11
CC(=O)N1N=C(c2ccc3ccccc3c2)OC1(C)C	-2	0.3	4	-8	-3	-9	1	8	7	122	-5
Cc1nnc(SCC(=O)N2CCN(c3ccccc3F)CC2)n1C1CC1	1	0.8	-3	15	5	-5	6	-15	x	100	-15
COc1cc(C(=O)O)cc(NC(=O)c2cccs2)c1OC	x	-0.8	-9	-8	12	-2	-16	8	-9	102	13
CN=c1sc2ccccc2n1CC(O)c1ccccc1 (configuration not stated)	19	2.9	-4	12	-15	1	-6	-12	-9	104	3
COC(=O)c1ccc2c(=O)n(Cc3ccc(C(=O)NCCCN4CCOCC4)cc3)c(=S)[nH]c2c1	4	2.7	-11	-29	-5	29*	-8	29	6	93	7
CCc1cc2cc(C)cc(C)c2nc1SCC(=O)N1CCCC1	-7	-4.2	-7	-68	-8	-1	1	68	x	89	-4
COc1ccc(S(=O)(=O)N2CCOCC2)c(C)c1C	1	2.2	5	-7	4	-5	-5	7	-1	101	-5
CC(C)OCC(O)CCc1n[nH]c(=S)n1-c1ccccc1 (configuration not stated)	-2	x	-5	-4	3	5	5	4	-9	101	-1
Clc1ccccc1Cn1nnc(-c2cccs2)n1	-2	-1.1	-3	-15	-8	-3	60	15	-2	111	-9
O=C(N/N=C/c1cccc(O)c1)c1cc(-c2ccccc2)nc2ccccc12	-1	0.6	0	-57	3	-13	0	57	156	96	0
Fc1ccc(/C=N/n2cnn(Cc3ccccc3Cl)c2=S)cc1	-3	0.3	1	8	1	-7	-4	-8	-12	106	-3
Cc1ccc(Oc2ccc3c(c2)C(=O)N(c2cccc4cccnc24)C3=O)cc1	-3	-0.8	-4	-1	-10	2	-2	1	x	98	-9
CCc1nnc(NC(=O)CSc2nnc(C)n2Cc2ccccc2)s1	-1	-1.4	1	4	9	-4	-2	-4	-1	85	30
CCOc1ccc(NS(=O)(=O)c2ccc(NS(=O)(=O)c3cccs3)cc2)cc1	-2	1.4	-4	7	10	-3	4	-7	-9	x	27
O=C1CC(c2ccccc2)CC(=O)N1c1ccc(C(F)(F)F)cc1	x	0.3	2	-5	-11	-2	4	5	7	104	18
CCN(CC(=O)Nc1ccccc1OC)C(=O)CSCC(=O)Nc1ccc(OC)cc1	3	0.6	-5	-9	-5	-1	-7	9	-2	105	2

Compound activity from PubChem BioAssay.

Compounds were not picked by outcome; any-hit rate near 4.7%.
